TDP1 cell noCPT: qHTS for Inhibitors of human tyrosyl-DNA phosphodiesterase 1 (TDP1): qHTS in cells in absence of CPT. DT40 Tdp1-/- hTDP1 cells, no CPT, ATP luminescence, 48 h. Potency, µM (top dose mostly 46.2 µM), for the others: at the highest dose activity change, negative = growth inhibition, usual class: inhibitors. actives 15% (n = 420,000); note: nearly all actives have a fitted effect of over 55% in size
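Stably hTDP1-transfected Tdp1-null chicken DT40 cells were treated with library compounds minus camptothecin and grown for at least 48 hr at 37 °C, after which cellular ATP was quantified by luminescence.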
DT40 TDP1 CPT: DT40-hTDP1 cell growth loss with CPT; chicken DT40 Tdp1-/-;hTDP1 cells + 20 nM CPT, ATP luminescence, 48 h; Potency, µM (series often up to 46.2 µM), for inactives: top-dose activity change, negative = growth inhibition, hits mostly inhibitors; actives 12% (n = 420,000); AID 686979; note: nearly all actives have a fitted effect of over 55% in size
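Chicken DT40 Tdp1-/- cells complemented with human TDP1, 400 cells/well, exposed to compounds plus 20 nM camptothecin for at least 48 h at 37 C; viability read as ATP content by CellTiter-Glo luminescence.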
TDP1 block: blocks human tyrosyl-DNA phosphodiesterase 1; Q9NUW8; recombinant TDP1, AlphaScreen DNA substrate cleavage; Potency, µM (titrated, usually from 130 µM), inactives show at the highest dose activity change, negative = inhibition, most hits filed as inhibitors; actives 0.28% (n = 350,000); AID 485290; note: nearly all actives have a fitted effect of over 40% in size
Target sequence (Q9NUW8 whole entry, looked up): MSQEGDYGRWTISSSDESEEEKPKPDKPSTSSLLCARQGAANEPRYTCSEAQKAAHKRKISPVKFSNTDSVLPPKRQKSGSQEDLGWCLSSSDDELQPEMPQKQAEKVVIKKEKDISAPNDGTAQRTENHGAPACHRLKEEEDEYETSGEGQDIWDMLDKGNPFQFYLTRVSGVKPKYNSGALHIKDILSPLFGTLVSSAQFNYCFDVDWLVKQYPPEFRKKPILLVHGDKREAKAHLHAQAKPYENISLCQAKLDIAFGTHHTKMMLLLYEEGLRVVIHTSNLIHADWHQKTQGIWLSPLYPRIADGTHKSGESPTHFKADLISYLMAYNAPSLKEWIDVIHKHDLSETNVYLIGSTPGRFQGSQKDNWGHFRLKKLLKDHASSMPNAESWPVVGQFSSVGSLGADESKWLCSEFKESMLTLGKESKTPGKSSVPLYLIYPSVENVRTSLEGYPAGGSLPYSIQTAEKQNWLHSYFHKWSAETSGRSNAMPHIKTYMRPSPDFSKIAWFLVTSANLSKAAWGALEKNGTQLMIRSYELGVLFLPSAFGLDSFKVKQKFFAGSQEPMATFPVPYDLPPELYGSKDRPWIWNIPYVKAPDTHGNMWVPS
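E. coli-derived human Tdp1, 1 nM final. Cpd preinc 15 min RT; substrate 15 nM final, 5 min RT; AS bead mix 10 ug/ml final, 10 min RT. Signal loss = tyrosine-FITC cleavage. No-enzyme wells = max signal.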
The depositor's hits bear a star; ? = inconclusive; nt = not tested or not shown; [ ] = dose if it differs, or a comment. Calls come from the whole dose curve; as a rule, active = well fitted curve in the direction sought with a large enough effect; inconclusive = small, poorly fitted or top-dose-only effect, or another doubt; inactive = no such curve, though single readings can be large; an effect the other way counts as inactive or inconclusive. % is set by controls: 0 for no effect and ±100 for the full control effect; potency is the fitted concentration of half-maximal effect.

SMILES	TDP1 cell noCPT	DT40 TDP1 CPT	TDP1 block
Cc1ccc(S(=O)(=O)Nc2c(C)n(C)n(-c3ccccc3)c2=O)cc1C(=O)OCC(=O)N1CCCC(C)C1 (stereo not given)	3%	8%	-3%
CCOC(=O)c1c(NC(=O)COc2ccc(OC)cc2)sc(C(=O)N(CC)CC)c1C	7.3µM*	?	-1%
O/N=C(/CBr)c1ccc2ccccc2c1	-30%	3%	nt
CCOC(=O)c1cn(CC)c2cc(N3CCSCC3)c(F)cc2c1=O	-9%	-7%	2%
COc1cc(NC(=O)C2CCN(S(=O)(=O)c3ccc4[nH]c(=O)oc4c3)CC2)cc(OC)c1	2%	-1%	6%
Cc1ccc(CN2C(=O)C(C)Nc3ncnc(N4CCOCC4)c32)cc1 (stereo not given)	?	-25%	-6%
Cc1ccccc1C(=O)NNC(=O)C(C)N1C(=O)c2ccccc2C1=O (stereo not given)	-1%	-1%	-13%
O=C(Nc1cccc(Cl)c1)NC1(C(=O)NCc2cccs2)CCCCC1	26µM*	21µM*	6%
CCOc1cc(C(=S)N2CCN(C)CC2)ccc1OCC(=O)N1CCCC1	1%	12%	nt
O=C(CCCCCNc1nc(=S)[nH]c2ccccc12)NCCc1ccccc1	?	?	5%
CCCCn1c(N)c(N(CCC(C)C)C(=O)COC(=O)c2sccc2C)c(=O)[nH]c1=O	0%	-19%	1%
CN(Cc1nc2c(s1)CCCC2)C(=O)CCc1nnc(-c2ccccc2)o1	-18%	0%	nt
O=S(=O)(c1ccccc1)N(Cc1ccccn1)Cc1ccccn1	-30%	-9%	nt
O=P(NC1CCCCC1)(c1ccccc1)c1ccccc1	-15%	0%	nt
CCOc1ccc(/C(C)=N/NC(=O)Cn2nc([N+](=O)[O-])cc2C)cc1	-5%	-6%	1%
CC(C)Sc1nc(N)nc(-c2cccs2)c1C#N	-2%	-1%	-3%
Cc1sc2ccccc2[n+]1CCCCI	20µM*	?	nt
CCC(C)(C)NC(=O)C(c1ccc(OC)cc1)N(C(=O)CCC(=O)Nc1cc(C)on1)c1ccccc1F (stereo not given)	-27%	-5%	9%
COc1cccc(NC(=O)C2CCCN(c3ncnc4onc(-c5ccc(F)cc5)c34)C2)c1 (stereo not given)	16µM*	?	-2%
Cc1ccc(C)c(-c2nnc(NC(=O)COc3ccccc3)o2)c1	?	?	5%
CCCCCCc1nc(C(N)=O)c2[nH]c(=O)n(-c3ccc(OC)cc3OC)c2n1	?	?	3%
CCCNC(=O)c1c(NC(=O)c2ccccc2F)sc2c1CCCCC2	-4%	3%	nt
O=C(CN1CCN(Cc2ccc(Cl)cc2)C1=O)NCCN1CCCC1	-16%	15%	0%
O=C(O)c1cccc(-c2csc(C(O)c3cccc(Cl)c3)n2)c1 (stereo not given)	4%	2%	nt
Cc1nn(-c2ccccc2)c(N2CCCC2)c1/C=N/NC(=O)c1cccc(S(=O)(=O)Nc2ccc(Cl)cc2)c1	?	?	8%
O=C(NCc1csc(-c2cccs2)n1)c1ccsc1	?	-15%	-1%
CC(C)Cn1c(=O)c2ccccc2n2c(CCC(=O)N3CCN(c4ccccc4)CC3)nnc12	16µM*	?	5%
Cc1ccc(CN2CC(N3CCN(c4ccccn4)CC3)CS2(=O)=O)cc1 (stereo not given)	-16%	-13%	nt
COc1ccc(CCCNC(=O)C2CCC(=O)N(Cc3ccccc3F)C2)cc1 (stereo not given)	4%	-18%	4%
COc1ccc(CCN2CC(C(=O)NCCN3CCOC3=O)CCC2=O)cc1 (stereo not given)	18%	3%	4%[56.1 µM]
O=C(NCCc1cccs1)c1ccc(Cn2c(SCc3ccc(F)cc3)nc3cccnc32)cc1	21µM*	?	7%
COc1ccc(Cl)cc1NC(=O)CN(C)CC(=O)Nc1cccc(S(=O)(=O)N2CCCC2)c1	?	23µM*	5%
COc1ccc(N2CCN(Cc3csc(C)c3-c3ccc(C)cc3)CC2)cc1	?	?	nt
COC(C[C@@H](O)C[C@H](O)[C@H](C)OCc1ccccc1)OC	10%	-3%	nt
CCOc1ccc2nc(N3CCC(C(=O)Nc4c(C)cccc4C)CC3)sc2c1	?	?	3%
C=Cn1cc[n+](CC(=O)c2ccc(-c3ccccc3)cc2)c1	2.3µM*	3.3µM*	nt
O=C(Nc1cc(Cl)cc2c1-c1ccc(Cl)cc1C2O)C(Cl)Cl (stereo not given)	?	23µM*	nt
COc1cc(-c2nc3n(n2)C(c2cccc(OC)c2OC)C2=C(CCCC2=O)N3)cc(OC)c1OC (stereo not given)	-23%	?	3%
CC(C)C1CC2=C(C(=O)OC(C)(C)O2)C(c2ccc(F)cc2)O1 (stereo not given)	-1%	4%	nt
CN(Cc1cnn(C)c1)Cc1nc(COc2ccccc2)no1	-23%	12%	2%
O=C(Oc1ccc(NC2=C(Cl)C(=O)c3ccccc3C2=O)cc1)c1ccc([N+](=O)[O-])cc1	7.3µM*	8.2µM*	3%
Cc1nc(/N=C(\N)N(C)C)[nH]c(=O)c1C	2%	6%	nt
CCC(C)c1ccccc1NC(=O)COC(=O)c1ccc2c(c1)S(=O)(=O)c1ccccc1C2=O (stereo not given)	-8%	5%	3%
CCc1ccccc1NC(=O)CN1CCN(C(=O)CNC(=O)c2ccc(-c3ccccc3)cc2)CC1	7.3µM*	4.6µM*	1%
CC(=O)Nc1ccccc1N(C)S(=O)(=O)c1ccc(C)cc1	23µM*	23µM*	-8%
CC(CCOS(N)(=O)=O)c1ccccc1 (stereo not given)	-21%	3%	nt
Cc1ccc(NC(=O)/C(=C\c2ccco2)NC(=O)c2ccco2)cc1	?	-6%	nt
CC(C)c1ccc(N2C(=O)CC(NNC(=O)c3cccnc3)C2=O)cc1 (stereo not given)	-5%	-4%	8%
O=C1NCCN/C1=C\C(=O)c1ccccc1	-19%	-7%	7%
C[C@H](CO)N1C[C@H](C)[C@@H](CN(C)S(=O)(=O)c2ccccc2)Oc2ccc(NC(=O)Cc3ccccc3)cc2C1=O	?	?	1%
NC(=O)Nn1c(CCC(=O)O)ccc1-c1ccc(F)cc1	2%	-10%	0%
CC[C@@H](C)[C@@H](C(=O)N1CCNCC1)n1cc(CCC(=O)O)nn1	0%	3%	1%
C[C@@H](NCCCn1cnc2c(OCc3ccccc3)ncnc21)c1cccc2ccccc12	16µM*	?	nt
CC(NC(=O)CN1C(=O)NC2(CCCC2)C1=O)c1ccc2ccccc2c1 (stereo not given)	-24%	2%	0%[56.1 µM]
Cc1c2cnn(-c3ccccc3)c(=O)c2c(C)n1C(C)C(=O)NCc1cccc(Br)c1 (stereo not given)	?	?	8%
COc1ccc(N2CCN(S(=O)(=O)c3ccc(C(=O)NC4CCCC4)cc3)CC2)cc1	-17%	?	2%
CCOc1ccc(/C=C/C(=O)c2c(O)cc(C)oc2=O)cc1	?	?	nt
COc1ccccc1-c1nnc(SCC(=O)NCc2c(C)c(Cl)cc(C(C)C)c2O)o1	?	29µM*	11%
O=C(CSc1nc2ccc(NC(=O)c3ccccc3C(=O)O)cc2s1)Nc1c(Cl)cccc1Cl	6%	2%	4%[0.0935 µM]
CCCCCCCNC(=O)C1(CC2CC(c3ccc(Cl)cc3)=NO2)CCN(C(=O)C2(C)CC2)CC1 (stereo not given)	16µM*	?	nt
(further entries)
SMILES	TDP1 cell noCPT	DT40 TDP1 CPT	TDP1 block
Cc1ccc(NC(=O)[C@@H](c2ccccc2)N2Cc3ccccc3C2=O)cc1	3%	3%	1%
COC(=O)C1=C(C)N(C)C(C)=C(C(=O)OC)C1c1ccncc1	-20%	-15%	-2%
Cc1ccccc1C(=O)NNC(=O)c1cccn1C	-22%	-20%	1%[0.505 µM]
O=C(Cn1cccc1)Nc1ccc(OC(F)(F)F)cc1	-21%	-24%	8%
C[C@]12C=CC(=O)C=C1CC[C@@H]1C2[C@@H](O)C[C@@]2(C)C1CC[C@]2(O)C(=O)COC(=O)CCC(=O)O (stereo not given in full)	-5%	3%	nt
COc1ccc(N(CC(=O)Nc2ccc(F)c(F)c2)S(=O)(=O)c2c(C)[nH]c(=O)[nH]c2=O)cc1	13%	2%	3%
C=CCn1c(SCC(=O)NC2CCCC2)nc2sc(C)cc2c1=O	?	?	1%
COc1ccc(NC(=O)c2ccc3c(=O)n4nc(Nc5cccc(Cl)c5C)sc4nc3c2)cc1	3.3µM*	2.9µM*	6%
Cn1c(=O)n(C)c2cc(NC(=O)c3cccc([N+](=O)[O-])c3)c(Br)cc21	-19%	-8%	3%
COc1ccc(Cc2nnc(NC(=O)c3ccccc3F)s2)cc1	?	-27%	nt
O=C(NCC1CCCO1)c1cc(C(=O)c2ccc(Cl)cc2Cl)c[nH]1 (stereo not given)	?	?	8%
O=S(=O)(c1ccc(F)cc1)N1CN(Cc2ccco2)c2nc3ccccc3nc21	?	?	0%
CC(=O)NNc1nc(-c2ccc(C)cc2)cs1	-18%	11%	10%
CN(C(=O)c1ccccc1)C1(C)CCS(=O)(=O)C1 (stereo not given)	1%	1%	1%
CCCN(C(=O)C1=COCCO1)c1c(N)n(Cc2ccccc2)c(=O)[nH]c1=O	3%	4%	-4%
COc1ccccc1Nc1nc(-c2ccccc2)nc2ccccc12	?	?	nt
S=c1nc(C2CC2)[nH]c2ccccc12	?	?	-7%
CC(=O)N1CCN(c2ccc(NC(=O)COc3ccc(Cl)cc3Cl)cc2)CC1	18µM*	23µM*	6%
CC(=O)c1ccc(NS(=O)(=O)c2cccc(C(=O)Nc3ccccc3C(=O)O)c2)cc1	?	-21%	nt
CCn1cc(Br)c(C(=O)Nc2cccc(SC)c2)n1	-22%	-29%	1%

5 of these compounds in another layout.
Order of values: TDP1 cell noCPT | DT40 TDP1 CPT | TDP1 block
C[C@]12C=CC(=O)C=C1CC[C@@H]1C2[C@@H](O)C[C@@]2(C)C1CC[C@]2(O)C(=O)COC(=O)CCC(=O)O (stereo not given in full)
    -5% | 3% | nt
COc1ccc(N(CC(=O)Nc2ccc(F)c(F)c2)S(=O)(=O)c2c(C)[nH]c(=O)[nH]c2=O)cc1
    13% | 2% | 3%
C=CCn1c(SCC(=O)NC2CCCC2)nc2sc(C)cc2c1=O
    ? | ? | 1%
COc1ccc(NC(=O)c2ccc3c(=O)n4nc(Nc5cccc(Cl)c5C)sc4nc3c2)cc1
    3.3µM* | 2.9µM* | 6%
Cn1c(=O)n(C)c2cc(NC(=O)c3cccc([N+](=O)[O-])c3)c(Br)cc21
    -19% | -8% | 3%

Additional entries:
SMILES	TDP1 cell noCPT	DT40 TDP1 CPT	TDP1 block
COCCN(C(=S)Nc1cccc(Cl)c1C)C(C)c1ccco1 (stereo not given)	?	?	2%
CC(=O)C[C@@H]1OC[C@H](C(C)C)N1S(=O)(=O)c1ccc(C)cc1	?	?	nt
CC(C)(C)c1cc(CCC(=O)NCCc2ccccn2)cc(C(C)(C)C)c1O	?	?	3%
Cc1ccc(CN2CCSc3ccc(C(=O)NCCc4ccccc4)cc32)cc1	23µM*	23µM*	4%
Cc1ccc(NC(=O)CN(C)CC(=O)NC2CCCc3ccccc32)cc1 (stereo not given)	-16%	-1%	2%
O=C(c1ccc(Cl)nc1)c1cccs1	-9%	2%	nt
COc1ccccc1CNC(=O)CCCNC(=O)Cn1cnc2sc(C)c(C)c2c1=O	2%	11%	3%
CCN(CC)c1ccc(C=O)c(OC)c1	-14%	3%	3%

Single entries from the results shown:
DT40 TDP1 CPT, `CCN(CC)c1ccc(C=O)c(OC)c1` reads 3%
TDP1 block, `Cc1ccc(NC(=O)CN(C)CC(=O)NC2CCCc3ccccc32)cc1` (stereo not given) reads 2%
DT40 TDP1 CPT, `Cc1ccc(CN2CCSc3ccc(C(=O)NCCc4ccccc4)cc32)cc1` reads 23µM*
TDP1 cell noCPT, `O=C(c1ccc(Cl)nc1)c1cccs1` reads -9%
TDP1 block, `CC(C)(C)c1cc(CCC(=O)NCCc2ccccn2)cc(C(C)(C)C)c1O` reads 3%
TDP1 block, `COc1ccccc1CNC(=O)CCCNC(=O)Cn1cnc2sc(C)c(C)c2c1=O` reads 3%
